Screening results as filed in PubChem.
N370S GC mod – qHTS Assay for Inhibitors and Activators of N370S glucocerebrosidase as a Potential Chaperone Treatment of Gaucher Disease; N370S GC spleen homogenate, 4MU-glucoside fluorescence; Potency, µM (series often up to 59.4 µM), without a hit: at the top dose activity change, negative = inhibition, actives largely listed as inhibitors; 330,000 compounds, 0.092% hits;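 further: 0% = full enzyme activity and -100% = no enzyme basal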
TDP1 block – qHTS Assay for Inhibitors of Tyrosyl-DNA Phosphodiesterase (TDP1); 350,000 compounds, 0.28% hits; Potency, µM (titrated, usually from 130 µM), without a hit: top-dose activity change, negative = inhibition, actives largely listed as inhibitors; Tyrosyl-DNA phosphodiesterase 1 (Homo sapiens), Q9NUW8; recombinant TDP1, AlphaScreen DNA substrate cleavage; further: nearly all actives have a fitted effect of over 40% in size
Target sequence (Q9NUW8 whole entry, looked up): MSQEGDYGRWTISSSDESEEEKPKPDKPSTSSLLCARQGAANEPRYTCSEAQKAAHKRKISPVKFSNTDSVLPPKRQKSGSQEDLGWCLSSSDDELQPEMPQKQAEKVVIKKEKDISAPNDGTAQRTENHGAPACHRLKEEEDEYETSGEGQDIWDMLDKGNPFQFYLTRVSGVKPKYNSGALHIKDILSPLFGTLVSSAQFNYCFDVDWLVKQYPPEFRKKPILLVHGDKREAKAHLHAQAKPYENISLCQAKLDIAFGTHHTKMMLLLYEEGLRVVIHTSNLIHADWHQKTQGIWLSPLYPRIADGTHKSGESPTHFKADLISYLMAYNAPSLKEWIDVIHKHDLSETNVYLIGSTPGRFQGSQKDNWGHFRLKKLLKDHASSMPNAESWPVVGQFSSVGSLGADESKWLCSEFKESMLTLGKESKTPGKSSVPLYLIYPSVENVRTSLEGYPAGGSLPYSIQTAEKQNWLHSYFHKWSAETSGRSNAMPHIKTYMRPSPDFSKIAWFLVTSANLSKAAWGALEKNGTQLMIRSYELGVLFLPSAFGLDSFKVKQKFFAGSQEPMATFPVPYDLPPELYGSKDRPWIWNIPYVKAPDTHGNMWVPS
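Recombinant human Tdp1 (E. coli-expressed, 1 nM final) preincubated with compounds 15 min at room temperature, then 5'-biotin/3'-phosphotyrosine-FITC DNA substrate (15 nM final) added for 5 min. AlphaScreen beads (10 ug/ml final) added 10 min; cleavage lowers signal.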
FEN1 inhibitor – qHTS Assay for the Inhibitors of Human Flap endonuclease 1 (FEN1); Recombinant FEN1 flap cleavage, fluorescence, 15 min; Potency, µM (doses to about 114 µM), inactives show at the top dose activity change, negative = inhibition, most hits filed as inhibitors; 390,000 compounds, 0.35% hits; AID 588795, 2011; further: nearly all actives have a fitted effect of over 65% in size
Target sequence (P39748 whole entry, looked up): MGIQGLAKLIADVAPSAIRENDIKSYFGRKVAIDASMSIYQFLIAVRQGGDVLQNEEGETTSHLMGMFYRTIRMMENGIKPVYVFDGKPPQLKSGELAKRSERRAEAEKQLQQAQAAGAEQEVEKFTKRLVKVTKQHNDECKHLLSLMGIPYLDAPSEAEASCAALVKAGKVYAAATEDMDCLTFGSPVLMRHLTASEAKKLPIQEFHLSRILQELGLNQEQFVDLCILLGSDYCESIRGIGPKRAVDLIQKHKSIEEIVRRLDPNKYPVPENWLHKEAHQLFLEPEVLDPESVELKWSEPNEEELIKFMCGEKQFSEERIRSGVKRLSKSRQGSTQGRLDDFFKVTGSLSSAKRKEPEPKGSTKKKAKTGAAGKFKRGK
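With each library titrated from low to high concentration, compounds met 10 nM FEN1 for 15 min at room temperature before 50 nM substrate was added; readings at 0 and 15 min fed four-parameter Hill curve fits.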
* marks the source's active call; other numbers are inactive results; u = inconclusive; x = not tested or not shown; & = joins results of further samples; [ ] = another dose, or the depositor's remark. The call rests on the fitted dose curve; in most records, active means well fitted curve in the direction sought with a large enough effect; inconclusive means small, poorly fitted or top-dose-only effect, or another doubt; inactive means no such curve, though single readings can be large; an effect the other way counts as inactive or inconclusive. Unless noted, on the % scale 0 is the no-effect control and ±100 the full control effect; potency means the concentration at half of the fitted maximal effect.

SMILES | N370S GC mod | TDP1 block | FEN1 inhibitor
CCOP(=O)(OCC)c1nc(-c2ccc(F)cc2)oc1NCc1ccccc1 | 9% | 3% | -3%
CCOc1ccc(NC(=O)CN(c2ccc(Cl)cc2C)S(=O)(=O)c2ccccc2)cc1 | x | 3% | -6%
Cc1ccc(C(=O)Nc2cc3nn(-c4ccccc4)nc3cc2Cl)c(C)c1 | x | 3% | -6%
C[C@@]1(C(NC(=O)Cc2ccc(C(F)(F)F)cc2)c2ccc(-c3ccccc3)cc2)C[C@H]1C1CCCCC1 (stereo not given in full) | 2% | 3% | x
COc1ccc(N2CCN(S(=O)(=O)c3ccc(-n4cnnn4)c(C)c3)CC2)cc1 | -15% | u | -16%
CC(=O)Nc1cc2c3c(c1)CC(=O)N3CCC2 | -2% | 4% | -26%
COc1cc(C#N)c(N=C(SCC#N)N2CCOCC2)cc1OC | -15% | -3% | 5%
CSCCC(NC(=O)c1ccco1)C(=O)N1CCN(Cc2ccccc2)CC1 (stereo not given) | -17% | x | 2%
COc1ccccc1NC(=O)Cn1cnc2sc(C(=O)NCc3ccco3)c(C)c2c1=O | x | -7% | -4%
C/C(=N\NC(=O)C(c1ccccc1)c1ccccc1)c1ccc(O)cc1 | 4% | x | 3%
O=C(NC1CCCc2ccccc21)c1ccc([N+](=O)[O-])cc1 (stereo not given) | -8% | 0% | 2%
Cc1ccccc1C(=O)NCC(=O)OCCOc1ccc(C(C)C)c(C)c1 | -14% | x | -15%
C=CCS(=O)(=O)c1cccc2cccnc12 | 4% | 0% | -1%
COc1ccc(-c2cn3c(n2)sc2cc(C(=O)Nc4cccc(OC)c4)ccc23)cc1 | x | 1% | -2%
CN(C)C(=O)N1CCNCC1 | 3% | 5% | -15%
CN(C)c1ccc(C(=O)OCC(=O)NCCNC(=O)COC(=O)c2ccc(N(C)C)cc2)cc1 | 0% | 4% | -3%
CCOC(=O)CNC(=O)CSc1ccc(-c2nc3ccccc3[nH]2)cn1 | -4% | x | 6%
CC1CCCC(NC(=O)C2COc3ccccc3O2)C1C (stereo not given) | x | 0% | -2%
Cc1ccc(-c2nnc3ccccc3c2C(=O)Nc2ccc(F)cc2)cc1 | x | 0% | 3%
Cc1onc(-c2ccccc2)c1C(=O)Nc1ccc(-c2nnc3n2CCCCC3)cc1 | 26% | 4% | -6%
COC(=O)c1sccc1NC(=O)CSc1ccccc1NS(=O)(=O)c1cc(Cl)ccc1Cl | -15% | 3% | -7%
Cc1ccc(S(=O)(=O)N[C@@H](Cc2ccccc2)C(=O)N2CCC(C(=O)N[C@@H](CC(C)C)C(=O)O)CC2)cc1 | -3% | x | -5%
CCOC(=O)c1c(NC(=O)Cn2cnc3scc(-c4ccc(C)cc4)c3c2=O)sc(C)c1C | 11% | 8% | -7%
Cc1ccccc1NS(=O)(=O)c1cc(C(=O)N2CCc3ccccc3C2)ccc1C | 4% | 7% | -13%
CN(C)S(=O)(=O)c1ccc(Cl)c(C(=O)NCCNC(=O)c2cc(S(=O)(=O)N(C)C)ccc2Cl)c1 | -1% | x | 1%

The list continues:
SMILES | N370S GC mod | TDP1 block | FEN1 inhibitor
CNC(=O)C1CCC(Cn2c(=O)c3sccc3n(CC(=O)N3CCCCC3C)c2=O)CC1 (stereo not given) | x | 3% | 13%
C[C@H](N)[C@H](O)c1cccc(O)c1 | -7%[21.6 µM] | 4%[56.1 µM] | x
COc1ccc(-c2nc3n(n2)C(c2ccccc2)C2=C(CCCC2=O)N3)cc1OC (stereo not given) | 13% | 7% | -10%
CC1(C(=O)OCC(=O)Nc2nnc(-c3ccccc3)o2)CC1(Cl)Cl (stereo not given) | 0% | 0% | 4%
O=C(OCn1ncc(Cl)c(Cl)c1=O)c1cccc(C(F)(F)F)c1 | 14% | -4% | 5%
COc1ccc(CN2C(=O)C(NC(=O)c3ccccc3C)(C(F)(F)F)N=C2c2ccccc2)cc1 (stereo not given) | x | 5% | 0%
COc1cccc(NC(=O)C2CCCN(S(=O)(=O)c3cccc4nsnc34)C2)c1 (stereo not given) | -4% | 6% | -12%
Cc1c(C(=O)OCCOc2ccccc2)[nH]c2c1C(=O)CC(c1ccccc1)C2 (stereo not given) | x | 0% | -1%
N#CC1(NC(=O)COC(=O)c2nc(Cl)c(Cl)c(N)c2Cl)CCCCC1 | -3% | -4% | -1%
CCC(=O)Nc1ccc(S(=O)(=O)Nc2ccccn2)cc1 | 10% | -3% | -2%
CN(C)S(=O)(=O)c1cccc(-c2cn3ccccc3n2)c1 | 5% | 7% | -3%
O=C(CSc1ccc2c(c1)OCCO2)Nc1ccc2c(c1)OCO2 | 2% | -1% | -5%
COc1ccc(-c2nc3ccccc3s2)cc1NC(C)=O | 14% | 0%&6% | -5%&-3%
CCN(C(=O)COC(=O)c1cc(-c2ccccc2)nc2ccc(Br)cc12)C1CCS(=O)(=O)C1 (stereo not given) | -2% | 0% | 2%
CN1C[C@@H]2C(c3ccc(Cl)nc3)C3(c4cccnc4)CC2(C3)[C@H]1c1ccccc1 (stereo not given in full) | -3%&-7% | 10%&1% | -4%
CNC(=O)[C@H]1O[C@@H](n2cnc3c(N)ncnc32)[C@H](O)[C@H]1O | 7% | 4%[56.1 µM] | x
CCC1(C)C(Nc2c(C)cccc2C)=NC(=S)N1c1ccc(NC(C)=O)cc1 (stereo not given) | u | 0% | 5%
CSCCC(NC(=O)C12CC3CC(CC(C3)C1)C2)C(=O)OCC(=O)c1ccccc1 (stereo not given) | -5% | -5% | -4%
O=C(CCC(=O)N1CCN(C(=O)c2ccco2)CC1)c1ccc(F)cc1 | 8% | -8% | -1%
COCc1c(C(=O)OCC(=O)N2CCCC2=O)oc2ccccc12 | x | -4% | -4%
COc1cc(CCC(=O)OCC(=O)Nc2ccccc2OC(F)F)cc(OC)c1OC | 1% | 1% | -1%
CCCCC[C@@H](O)c1cc2ccccc2c(=O)o1 | x | -4% | -10%
COc1ccc(/C=C(\C#N)c2nc(-c3cc4c(ccc5ccccc54)oc3=O)cs2)cc1O | x | -1%[12.3 µM] | 13%
CCC(C)NC(=O)c1n[nH]c(=O)c2ccccc12 (stereo not given) | 8%[2.35 µM] | 1% | -3%
O=C(CCc1nnc(Cc2ccc3c(c2)OCO3)o1)N(CC1CCC1)CC1CCCO1 (stereo not given) | 5% | x | 0%

Following part.
SMILES | N370S GC mod | TDP1 block | FEN1 inhibitor
COc1cccc(C2C3CN(C)CC=C3C(C#N)=C(N)C2(C#N)C#N)c1OC (stereo not given) | 7% | 2% | 0%
C=C(C)n1c(=O)[nH]c2ccccc21 | 1% | 2% | 2%
CN(C)CCCNc1ncnc2sc(-c3ccccc3)cc12 | 17% | x | u
CCCc1ccc(OCCNC(=O)c2ccccc2Br)cc1 | 1% | -12% | -3%
O=C(Cn1cc(C(=O)C2CC2)c2ccccc21)Nc1ccccc1Cl | -6% | 9% | -1%
O=C(c1cnc2nc3ccccc3n2c1)c1cc(F)ccc1O | -12% | 0% | -1%
COc1ccc(Cl)cc1NC(=S)Nc1cccc(C)c1 | 7% | 3% | -2%
COc1cccc(NC(=O)CCCCCN2C(=O)[C@@H]3Cc4ccccc4CN3C2=O)c1 | 3% | 1% | -1%
Cc1ccc(CNC(=O)CN2C(=O)C3CCCCN3c3ccc(C(=O)N4CCCC4)cc32)cc1 (stereo not given) | x | 4% | -3%
O=C(CC1C(=O)NCCN1Cc1cccc(Oc2ccccc2)c1)NCCCn1cccn1 (stereo not given) | 6% | x | 2%
CN1CCN(CCCN2c3ccccc3Sc3ccccc32)CC1 | -18% | 9% | x
COc1ccc(S(=O)(=O)NC(CCSC)C(=O)NC2CCCCC2)cc1 (stereo not given) | -2% | -10% | 0%
COc1ccc(CCNC(=O)c2cc3cccc4c3n2CC(C)S4)c(OC)c1OC (stereo not given) | x | 3% | -15%
CN(Cc1ccccc1C#N)S(=O)(=O)c1cccs1 | 1% | -5% | -3%
Cc1c(N(C(=O)Nc2ccccc2)C2=NCC(C)S2)c(=O)n(-c2ccccc2)n1C (stereo not given) | 2% | 1% | 0%
O=c1cc(-c2cccnc2)oc2c1ccc1ccccc12 | 17% | x | 40µM*
CCn1cc(S(=O)(=O)Nc2ccc(C)c(Cl)c2)cn1 | -1% | 2% | -13%
Cc1cccc(NC(=O)c2ccccc2OCC(=O)N2CCOCC2)c1C | 27% | 1% | 4%
O=C(CC12CC3CC(CC(C3)C1)C2)N1CCOCC1 | -11% | 9% | 7%
CCCC1=C(C(=O)OCC)C(c2cccs2)C(C#N)=C(N)O1 (stereo not given) | 5% | 2% | 4%
Cc1ccc(Nc2nc(Nc3ccc(Cl)cc3)nc(N3CCOCC3)n2)cc1 | x | -2% | -14%
CC(C)=NOc1nc(N2CCOCC2)nc(N2CCOCC2)n1 | 0% | 3% | 2%
COc1cccc(C(=O)Nc2cccc(OCC(=O)O)c2)c1 | 0% | -2% | 12%
CCCCN(CCCC)C(=O)c1cc2c(=O)n3ccccc3nc2s1 | x | 1% | 13%
Cc1cc(NC(=O)C(C)SCC(=O)OCc2c(Cl)cccc2Cl)no1 (stereo not given) | -8% | 2%[56.1 µM] | -2%
CCCc1[nH]n(-c2ccc([N+](=O)[O-])cc2)c(=O)c1C=NCCc1ccc(OC)c(OC)c1 | 4% | -5% | 20%
C[C@H](CO)N1C[C@H](C)[C@@H](CN(C)S(C)(=O)=O)Oc2c(NC(=O)Cc3ccccc3)cccc2C1=O | x | 5% | 2%
COc1cccc(CC2(CO)CCN(S(=O)(=O)N(C)C)CC2)c1 | 15% | 4% | -4%
CCCc1ccc(-c2c(C)sc(N)c2C#N)cc1 | 13% | 9% | 0%
COC(=O)c1cccc(NC(=O)/C=C/c2cccc([N+](=O)[O-])c2)c1 | u | 1% | -9%

19 of the compounds above, with values under each structure:
The line under a structure holds: N370S GC mod, TDP1 block, FEN1 inhibitor
- COc1cccc(C2C3CN(C)CC=C3C(C#N)=C(N)C2(C#N)C#N)c1OC (stereo not given)
    7%, 2%, 0%
- C=C(C)n1c(=O)[nH]c2ccccc21
    1%, 2%, 2%
- CN(C)CCCNc1ncnc2sc(-c3ccccc3)cc12
    17%, x, u
- CCCc1ccc(OCCNC(=O)c2ccccc2Br)cc1
    1%, -12%, -3%
- O=C(Cn1cc(C(=O)C2CC2)c2ccccc21)Nc1ccccc1Cl
    -6%, 9%, -1%
- O=C(c1cnc2nc3ccccc3n2c1)c1cc(F)ccc1O
    -12%, 0%, -1%
- COc1ccc(Cl)cc1NC(=S)Nc1cccc(C)c1
    7%, 3%, -2%
- COc1cccc(NC(=O)CCCCCN2C(=O)[C@@H]3Cc4ccccc4CN3C2=O)c1
    3%, 1%, -1%
- Cc1ccc(CNC(=O)CN2C(=O)C3CCCCN3c3ccc(C(=O)N4CCCC4)cc32)cc1 (stereo not given)
    x, 4%, -3%
- O=C(CC1C(=O)NCCN1Cc1cccc(Oc2ccccc2)c1)NCCCn1cccn1 (stereo not given)
    6%, x, 2%
- CN1CCN(CCCN2c3ccccc3Sc3ccccc32)CC1
    -18%, 9%, x
- COc1ccc(S(=O)(=O)NC(CCSC)C(=O)NC2CCCCC2)cc1 (stereo not given)
    -2%, -10%, 0%
- COc1ccc(CCNC(=O)c2cc3cccc4c3n2CC(C)S4)c(OC)c1OC (stereo not given)
    x, 3%, -15%
- CN(Cc1ccccc1C#N)S(=O)(=O)c1cccs1
    1%, -5%, -3%
- Cc1c(N(C(=O)Nc2ccccc2)C2=NCC(C)S2)c(=O)n(-c2ccccc2)n1C (stereo not given)
    2%, 1%, 0%
- O=c1cc(-c2cccnc2)oc2c1ccc1ccccc12
    17%, x, 40µM*
- CCn1cc(S(=O)(=O)Nc2ccc(C)c(Cl)c2)cn1
    -1%, 2%, -13%
- Cc1cccc(NC(=O)c2ccccc2OCC(=O)N2CCOCC2)c1C
    27%, 1%, 4%
- O=C(CC12CC3CC(CC(C3)C1)C2)N1CCOCC1
    -11%, 9%, 7%
